# From PubChem BioAssay
# Ecoli tolC: growth inhibitors of E. coli BW25113 tolC mutant; OD615; growth inhibition, % at 10 µM (by protocol); actives 2.2% (n = 65,000);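 active = growth inhibition at or above a cutoff equal to the mean over every tested compound plus 3 SD, cut at about 60% in these data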;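 note: growth measured after 20 h incubation at 37 °C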
#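 Material: E. coli BW25113 ΔtolC::kan, tolC deletion mutant strain. Measure: percent growth inhibition. Schedule: 37 °C, 20 h exposure. Doses: single-point testing at 10 µM. Signal: A615 absorbance measurement. Buffer or medium: kanamycin-containing LB broth (50 µg/mL).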
# NADH enzymes: blocks coupling enzymes of NAD/NADH assays | coupled PK/LDH NADH assays, four targets | actives 0.02% (n = 65,000) | AID 774 | IC50, µM (top dose mostly 10 µM), for inactives: at the top dose inhibition;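 active = single-dose screening hits from any of four coupled enzyme assays that gave an IC50 when retested across doses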;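 note: the DPM-DC format reads NADH fluorescence rather than 340 nm absorbance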
# HTR1E antagonist: antagonists of human 5-HT1E serotonin receptor. actives 0.99% (n = 65,000). CHO 5-HT1E Ga15 NFAT-bla reporter, FRET, antagonist. inhibition, % at 6 µM. P28566. AID 571;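 active = inhibition above a set limit, the mean inhibition across every tested compound plus 3 SD, cut at about 29% in these data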;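 note: signal is the 460 over 535 nm emission ratio of beta-lactamase substrate; 0% = agonist plus DMSO wells and 100% = wells without agonist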
# HTR1A agonist: 5-HT1a (human) receptor agonism; activation, % at 10 µM; CHO 5-HT1a Ga15 NFAT-bla reporter, FRET ratio; 0% basal, 100% maximal reference agonist; P08908; AID 567; actives 0.56% (n = 65,000);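 active = activation above the screen-wide mean activation plus 3 SD, cut at about 19% in these data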;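 note: 0% = DMSO wells and 100% = 5-CT at EC100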
# Target sequence (P08908 whole entry, looked up): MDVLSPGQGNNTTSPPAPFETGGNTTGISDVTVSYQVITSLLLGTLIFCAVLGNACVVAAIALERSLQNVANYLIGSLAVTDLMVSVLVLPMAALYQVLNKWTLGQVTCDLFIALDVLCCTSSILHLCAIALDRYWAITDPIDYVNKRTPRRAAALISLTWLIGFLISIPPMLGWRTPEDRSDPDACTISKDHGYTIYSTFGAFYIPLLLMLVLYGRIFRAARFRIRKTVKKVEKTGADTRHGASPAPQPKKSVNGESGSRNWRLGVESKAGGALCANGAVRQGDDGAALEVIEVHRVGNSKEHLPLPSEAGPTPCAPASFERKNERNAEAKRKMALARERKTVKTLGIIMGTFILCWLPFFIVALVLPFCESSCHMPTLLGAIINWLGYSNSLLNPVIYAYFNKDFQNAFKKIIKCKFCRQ
# MMP13 inh: MMP13 (human) collagenase inhibition | P45452 | MMP-13 fTHP FRET cleavage, Mca fluorescence | inhibition, % at 4 µM | actives 0.07% (n = 65,000) | AID 570;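 active = inhibition above the mean of compound-free control plate wells plus 3 SD, cut at about 14% in these data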;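 note: 0% = DMSO wells and 100% = wells with reference MMP-13 inhibitor after basal subtraction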
# RORA act: activates the human nuclear receptor RORA. P35398. actives 1.5% (n = 65,000). CHO-K1 Gal4-RORA LBD luciferase reporter, luminescence; percent increase over mock-subtracted basal signal. activation, % at 10 µM;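 active = activation above the mean of all tested compounds plus 3 SD, cut at about 49% in these data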;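 note: 0% = DMSO-treated RORA cells and 100% = added signal equal to DMSO minus mock-transfected cells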
# 5HT1a antag: 5-HT1a (human) receptor antagonism; inhibition, % at 10 µM; CHO 5-HT1a Ga15 NFAT-bla reporter, antagonist mode; actives 0.68% (n = 62,000); P08908; AID 612;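 active = inhibition above the mean of all tested compounds plus 3 SD, cut at about 43% in these data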;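 note: receptor stimulated by 5-CT agonist at 100 nM near EC80; beta-lactamase reporter measured by ratiometric fluorescence of a cleavable substrate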
# 5HT1E ag: 5-HT1E (human) receptor agonism; activation, % at 6 µM; actives 0.69% (n = 65,000); CHO 5-HT1E Ga15 NFAT-bla reporter, FRET; 0% DMSO wells, 100% control agonist wells;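 active = activation above a set limit, the screen-wide mean activation plus 3 SD, cut at about 8.5% in these data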;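 note: 100% = positive control agonist at 1 µM giving full maximal response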
# SF1 activator: SF-1 (human) activation | Q13285 | CHO-K1 Gal4-SF-1 LBD luciferase reporter; % increase over DMSO SF-1-specific signal | activation, % at 10 µM | actives 1.9% (n = 65,000) | AID 522;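 active = activation above the mean activation of all tested compounds plus 3 SD, cut at about 50% in these data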
# Target sequence (Q13285 whole entry, looked up, the tested form may be a part): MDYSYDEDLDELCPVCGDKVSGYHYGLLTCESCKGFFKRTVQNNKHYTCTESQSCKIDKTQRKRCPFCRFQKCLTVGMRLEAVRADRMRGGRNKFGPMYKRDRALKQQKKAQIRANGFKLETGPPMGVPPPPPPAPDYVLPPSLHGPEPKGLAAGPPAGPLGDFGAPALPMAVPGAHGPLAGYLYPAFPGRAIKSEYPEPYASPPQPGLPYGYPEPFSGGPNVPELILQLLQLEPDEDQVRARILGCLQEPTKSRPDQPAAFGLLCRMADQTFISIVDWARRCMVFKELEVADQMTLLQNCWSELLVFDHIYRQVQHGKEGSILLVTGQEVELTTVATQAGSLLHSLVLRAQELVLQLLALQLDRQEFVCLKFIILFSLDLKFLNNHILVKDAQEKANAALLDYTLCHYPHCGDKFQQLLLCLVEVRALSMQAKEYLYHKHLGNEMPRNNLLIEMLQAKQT
#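 Material: Gal4–SF-1 LBD one-hybrid luciferase reporter in CHO-K1 cells | Amount: 4,000 cells per well | Compound dosing: 10 µM single point, 1% DMSO | Schedule: 20 h compound treatment, 37 °C | Measured by: SteadyLite luciferase luminescence | Evaluation: Percent activation versus DMSO | Control set: DMSO-treated SF-1-transfected cells as negative, DMSO-treated mock-transfected cells lacking SF-1 as background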
# * = called active by the depositor; i = inactive; . = not tested or not shown; [ ] = remark or other dose.
SMILES,Ecoli tolC,NADH enzymes,HTR1E antagonist,HTR1A agonist,MMP13 inh,RORA act,5HT1a antag,5HT1E ag,SF1 activator
COc1cccc(Nc2nnc(SCn3nnc4ccccc4c3=O)s2)c1,7,5%,-8,1.4,-6,7,-6,-0.6,8
COc1ccc(NC(=O)Nc2cccs2)cc1OC,-13,7%,-2,-3.4,1,34,-5,-0.6,22
Cn1c(=O)n(CC(=O)N2CCN(c3nnc(-c4ccccc4)c4ccccc34)CC2)c2ccccc21,3,5%,-7,-0.1,0,-14,-15,0.4,2
CCC(=O)N1CCc2cc(S(=O)(=O)NC(C(=O)NC(C)c3ccccc3)C(C)C)ccc21 (centres undefined),-6,2%,-2,-2.6,3,-16,6,-0.9,-4
COc1ccccc1-n1nnnc1SCc1ccccc1,43,2%,12,-0.5,6,8,10,-0.6,-2
COc1ccccc1S(=O)Cc1ccc(C(=O)O)o1 (centres undefined),-14,6%,-1,-1.6,3,9,-1,-0.6,6
COC(=O)c1c(F)c(F)c(N2CCOCC2)c(F)c1F,0,0%,-2,-2.8,0,-13,-5,1.2,-6
CN(C)CCNc1c2c(c(C#N)c3nc4ccccc4n13)CCCC2,-17,4%,-1,1.1,-13,-6,9,0.6,-4
Cc1ccc(S(=O)(=O)NC(C(=O)OCC(=O)NC(=O)c2cccn2C)C(C)C)cc1 (centres undefined),2,7%,1,-2.5,-4,-11,-4,0.7,-2
CCOC(=O)N1CCC(NC(=O)C(C)n2c3ccccc3c3cnn(C)c(=O)c32)CC1 (centres undefined),-4,6%,-8,-1.5,-5,10,1,0.4,18
O=C(CSc1nc2c(c(=O)n1-c1ccc(F)cc1)SCC2)NCC1CCCO1 (centres undefined),2,4%,2,-1.0,5,2,7,-0.6,-6
CCOC(=O)c1cc(C#N)c(SCC(=O)c2cc(C#N)c(SC)nc2C)nc1C,6,13%,18,3.6,-2,21,3,-0.8,2
CC(C)C1Cc2[nH]c(=O)c(C(=O)O)cc2CO1 (centres undefined),-8,6%,-10,-1.7,-18,-1,7,-0.3,-2
CN(C)/C=C/C(=O)c1nnn(C2CCCCC2)c1NC1CCCCC1,6,7%,5,-1.0,2,-12,10,0.4,16
CCN(CC)CC(=O)Nc1ccc2c(c1)Nc1ccccc1CC2,15,6%,1,-2.3,-2,15,10,4.4,35
CCCn1nnnc1SCC(=O)NCc1ccc(OC)cc1,-10,5%,-1,-0.1,1,-7,-2,0.1,8
Cc1ccc(-n2c(-c3ccncc3)nnc2-c2ccco2)cc1,-7,8%,2,-0.2,-14,0,3,-0.8,3
CC(C)c1cc(C(=O)O)on1,-19,6%,4,-5.6,-2,-13,3,1.2,-2
O=C1CC(c2cccc(Cl)c2)Cc2nc(N3CCN(c4ccccc4)CC3)ncc21 (centres undefined),-11,3%,-4,-2.2,4,3,14,-1.3,-2
Cc1nnc(SCC(=O)NC2CC2)n1CCc1ccccc1,-14,4%,-11,1.3,3,-21,6,0.3,-12
CC1Cc2cc(C3(O)C(=O)c4ccccc4C3=O)ccc2N1 (centres undefined),-22,3%,-2,-2.4,0,9,-9,-0.1,11
COc1ccc(NC2=C(C)C(=O)CC2)cc1,-8,4%,-6,-5.1,2,-14,12,-0.7,-14
CCc1cc(=O)oc2c(C)c(O)c(CN3CCCCC3)cc12,-18,9%[fluoresces],2,2.5,i[fluorescence artefact?],-7,-10,1.1,3
Cc1noc(C)c1CN1C(=O)NC2(CCc3ccccc3C2)C1=O (centres undefined),8,0%,-10,0.8,-5,-3,3,-0.9,-7
O=C(c1ccco1)N1CCN=C1SCc1ccccc1F,-17,4%,-2,-2.4,6,-22,-8,0.5,-16
COc1ccc(-c2cc(C(=O)Nc3c(C)nn(Cc4ccccc4Cl)c3C)no2)cc1OC,-1,5%,-4,0.4,-3,11,-9,2.4,26
O=C(Cn1cnnn1)Nc1ccccc1Cc1ccccc1,-18,5%,5,-0.7,3,-7,0,0.2,-8
COc1ccccc1CN1CC(C(=O)NC2CCCCC2)CC1=O (centres undefined),-25,6%,-6,2.2,1,-9,1,0.4,12
COc1ccc(CCn2c(=N)c(C(=O)N3CCN(C)CC3)cc3c(=O)n4ccccc4nc32)cc1,4,9%,-1,8.4,-34,13,-18,0.4,-3
COC(=O)c1ccc(N2CCOCC2)c(NC(=O)Nc2cccc(OC)c2)c1,4,13%,2,-2.1,0,7,-5,1.2,5
CC(O)CNc1nc2c(c(=O)n(C)c(=O)n2C)n1CCc1ccccc1 (centres undefined),9,6%,4,-3.5,-1,-26,.,-0.6,9
COc1ccc(N2CCN(S(=O)(=O)c3cccc(C(F)(F)F)c3)CC2)cc1,7,1%,9,-2.2,-2,11,-8,0.1,-6
Cc1csc2nc(CNC(=O)C3CC=CCC3C(=O)O)cn12 (centres undefined),-15,2%,0,-2.8,-3,8,-4,1.8,30
O=C(c1cccc(-c2nnc(-c3ccccc3)o2)c1)N1CCCCC1,23,6%,-7,-1.4,2,16,2,0.0,32
COC(=O)c1cc2c(=O)n3cccc(C)c3nc2n(Cc2cccnc2)c1=N,8,3%[fluoresces],-9,-0.6,-134[fluorescence artefact?],-6,.,0.0,-1
O=C(CC(C(=O)O)C1CCCO1)NCc1ccccc1 (centres undefined),-22,7%,-11,-2.0,1,-18,10,-0.6,-4
CCOC(=O)N1CCN(c2c(N3CCc4ccccc4C3)c(=O)c2=O)CC1,-7,2%,-3,-1.7,-2,14,1,0.4,2
CCOC(=O)N1CCN(C(=O)c2ccc(S(=O)(=O)c3ccc(C)cc3)c(NC(C)=O)c2)CC1,-15,0%,-3,-6.5,1,-9,-9,0.2,7
O=C(NCc1ccco1)c1ccc2c(c1)N(Cc1ccccc1)C(=O)CS2=O (centres undefined),-4,2%,6,0.9,0,11,5,-0.4,-2
O=C(CN1CCOCC1)NC1C2CC3CC(C2)CC1C3 (centres undefined),-12,4%,-7,-5.4,-7,-9,-5,-0.8,-12
O=C(c1cc(-c2ccncc2)nc2ccc(Cl)cc12)N1CCN(C(=O)C2CCCO2)CC1 (centres undefined),-3,8%,0,12,-1,18,4,-0.2,6
COc1ccccc1NC(=O)N1CCN(c2ccc3nncn3n2)CC1,-21,2%,2,-3.6,8,37,-12,0.7,-11
CCOc1ncccc1C(=O)OCC(=O)NCCc1ccc(OC)cc1,11,2%,1,1.2,0,-15,2,0.7,5
CCN(CC)Cc1nc2c(c(=O)[nH]1)C1(CCCCC1)Cc1ccccc1-2,29,2%,-7,-0.8,1,-10,-14,-0.2,-10
COC(=O)c1ccc(C2C(C(=O)OCC(C)C)=C(C)N=C3SCCC(=O)N32)cc1 (centres undefined),33,2%,17,-2.1,-4,4,10,-0.6,-9
CCn1nc(C(=O)OCC(=O)NCCN2C(=O)CSC2=O)c2ccccc2c1=O,-21,5%,0,0.1,4,0,-11,0.3,3
COc1ccc(CNC(=O)c2cc3c(=O)n4ccccc4nc3n(Cc3cccnc3)c2=N)cc1,-40,6%,14,0.2,-11,4,5,-1.3,-9
CN(C)CCNS(=O)(=O)c1ccc(Cl)cc1,-16,1%,-1,0.0,2,-4,-4,0.2,12
CCOC(=O)c1cc(NC(=O)c2cc(C)on2)cc(C(=O)OCC)c1,-6,6%,-5,0.4,2,-7,4,1.1,-10
CCOC(=O)CNC(=O)c1nn(-c2cccc(OC)c2)c(=O)c2ccccc12,-6,3%,2,-2.9,5,-16,-13,0.2,14
COC(=O)c1[nH]c2ccc(C)cc2c1NS(=O)(=O)c1ccc(F)cc1,83*,7%,13,-3.4,-4,-5,20,-0.8,16
CCOc1ccccc1NC(=O)C1CCCN(S(=O)(=O)c2cccc3nsnc23)C1 (centres undefined),19,5%,-5,-3.9,1,13,-8,0.5,11
COc1ccc(N(CC(=O)NCCSc2ccccn2)S(C)(=O)=O)cc1Cl,3,2%,-5,2.0,3,-3,-2,-0.7,10
Cc1ccc(OC(=O)C(F)(F)F)c2c1NCCC2,-4,4%,-1,-3.5,1,-1,0,-0.3,-10
O=C(NC1CCCC1)C1CCCN(S(=O)(=O)c2cnc[nH]2)C1 (centres undefined),-2,3%,13,-0.3,2,-12,13,-1.7,1
CC1(C)CC(=O)C2=C(C1)OC(N)=C(C#N)C2c1ccccc1 (centres undefined),5,5%,0,-1.2,-2,-7,-7,0.1,-14
CC(=O)N1CCN(C(=O)CCc2nc3sc4c(c3c(=O)[nH]2)CCCC4)CC1,-4,4%,15,-1.7,5,5,1,-0.8,0
Cc1cc(NC(=O)CSc2nnc(Cc3ccccc3)o2)no1,-2,1%,7,-0.3,4,-9,-4,0.6,3
O=C(c1ccco1)N1CCN(C(=O)c2cnn3c2NC(c2cccs2)CC3C(F)(F)F)CC1 (centres undefined),7,2%,1,-2.2,0,-13,-4,0.7,-8
N#Cc1ccc2ccn(CC(=O)NC3CCCCC3)c2c1,-3,4%,1,-2.5,-13,-11,16,0.1,-6
# The list continues:
SMILES,Ecoli tolC,NADH enzymes,HTR1E antagonist,HTR1A agonist,MMP13 inh,RORA act,5HT1a antag,5HT1E ag,SF1 activator
N/C(=N\O)c1ccc(NC(=O)c2ccc(Br)o2)cc1,-11,8%,-6,-2.3,1,21,-2,-0.4,27
O=C(Nc1nc2n(n1)C(c1ccccc1)CC(c1ccc(Cl)cc1)N2)c1ccco1 (centres undefined),56,8%,-18,0.3,-5,23,15,0.5,6
Cc1cccnc1NC(=O)COc1ccc2oc3c(c2c1)CCCC3,36,4%,-8,-1.6,-13,-7,0,-1.2,-10
CC(C)(C)S(=O)(=O)c1c(C(=O)O)cccc1C(=O)O,-7,9%,2,-0.1,5,-3,-10,-1.0,1
COc1ccc(OC)c(C2C(C(N)=O)=C(C)Nc3nc(-c4cccc(Cl)c4)nn32)c1 (centres undefined),23,0%,-5,-2.4,1,-31,9,0.1,-15
O=C(c1ccc(CS(=O)(=O)c2ccccc2)o1)N1CCOCC1,-11,6%,2,-2.5,4,10,4,0.0,-19
COc1ccc(C)cc1S(=O)(=O)N1CCCC(C(=O)NCC2CCCO2)C1 (centres undefined),-3,1%,0,-2.2,2,12,2,0.8,-7
COc1ccccc1NC(=O)N1CCN(c2ncccn2)CC1,-6,2%,13,-1.2,-2,-22,19,0.0,-10

# Compound profiles, from the list above:
# COc1ccccc1NC(=O)N1CCN(c2ncccn2)CC1 as listed: Ecoli tolC: -6; NADH enzymes: 2%; HTR1E antagonist: 13; HTR1A agonist: -1.2; MMP13 inh: -2; RORA act: -22; 5HT1a antag: 19; 5HT1E ag: 0.0; SF1 activator: -10
# Cc1cccnc1NC(=O)COc1ccc2oc3c(c2c1)CCCC3 as listed: Ecoli tolC: 36; NADH enzymes: 4%; HTR1E antagonist: -8; HTR1A agonist: -1.6; MMP13 inh: -13; RORA act: -7; 5HT1a antag: 0; 5HT1E ag: -1.2; SF1 activator: -10
